S-ASM inh: inhibitors of human secretory acid sphingomyelinase. Potency, µM (highest dose often 57.5 µM), for inactives: top-dose activity change, negative = inhibition, usual class: inhibitors. AID 504937. placental ASM, HMU-PC fluorogenic substrate, 60 min. P17405. 340,000 tested, 0.006% active; also: potency is read from the fitted curve at half-maximal effect
Target sequence (P17405 47-631 limits assumed): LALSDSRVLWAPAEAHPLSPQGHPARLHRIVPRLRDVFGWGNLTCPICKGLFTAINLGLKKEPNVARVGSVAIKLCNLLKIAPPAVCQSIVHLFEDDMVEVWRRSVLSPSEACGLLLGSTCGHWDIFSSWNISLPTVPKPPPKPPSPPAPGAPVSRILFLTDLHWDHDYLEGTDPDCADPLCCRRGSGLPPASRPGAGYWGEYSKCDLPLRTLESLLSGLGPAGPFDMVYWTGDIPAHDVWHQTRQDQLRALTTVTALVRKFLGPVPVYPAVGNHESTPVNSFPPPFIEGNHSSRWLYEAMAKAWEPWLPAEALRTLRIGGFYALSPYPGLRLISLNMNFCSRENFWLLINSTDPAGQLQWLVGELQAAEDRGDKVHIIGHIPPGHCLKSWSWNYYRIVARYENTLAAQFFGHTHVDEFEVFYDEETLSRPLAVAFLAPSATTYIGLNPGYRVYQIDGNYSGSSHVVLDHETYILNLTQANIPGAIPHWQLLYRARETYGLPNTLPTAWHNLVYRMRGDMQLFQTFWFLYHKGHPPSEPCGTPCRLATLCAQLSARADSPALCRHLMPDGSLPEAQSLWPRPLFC
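HMU-PC0 cleavage (9 uM final) by human placental ASM, 60 min at 37 °C following 10 min compound exposure at RT; stopped at pH 10, fluorescence Ex 386/Em 447 nm.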
MLL CXXC-DNA inh: blocks binding of human MLL CXXC domain to DNA. MLL-CXXC / FITC-HOXA9 DNA fluorescence polarization. Potency, µM (doses to about 115 µM), for the others: top-dose activity change, negative = inhibition, actives largely listed as inhibitors. 290,000 tested, 0.037% active. Q03164; active = well fitted inhibition curve with a large enough effect in the polarisation, with a control signal flat, not every such curve was filed as active; inconclusive = small, poorly fitted or top-dose-only effect, or effect the other way, or a change in a side signal; inactive = no such curve, though single readings can be large or run the other way; the % refers to the polarisation; also: potency is read from the fitted curve at half-maximal effect
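Purified MLL-CXXC (added from a 7 uM solution) was preincubated 5 min at ambient with pinned compounds in 50 mM Tris-HCl pH 7.5, 50 mM NaCl, 1 mM DTT, 0.05% BSA. Fluorescein-labeled HOX-A9 DNA (50 nM solution) followed, 30 min, then polarization read.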
Integrin act MD: activators of alpha7 integrin expression for muscular dystrophy; 350,000 tested, 0.064% active; alpha7betagal myoblasts, beta-gal FDG fluorescence, 48 h; AID 624291; Potency, µM (series often up to 38.3 µM), inactives show at the highest dose activation, actives largely listed as activators;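 also: potency is read from the fitted curve at half-maximal effect; 100% = response of the positive control SU9516; nearly all actives have a fitted effect of over 60% in size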
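Alpha7betagal+/- myoblasts (passage 13) were plated 16-24 hr, then exposed to compounds (1:260 dilution of DMSO stock) for 48 hours at 37C. After MPER lysis, β-galactosidase reporter activity was read as FDG fluorescence (ex 480/em 540) after 30 minutes.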
FBPA coupling cs: inhibits coupling enzyme system, counter-screen for aldolase hits; coupling enzyme system counterscreen, AmpLite Red fluorescence; activity change, negative = inhibition, % at 58.2 µM, hits read low; 290,000 tested, 0.67% active; AID 2472; in the data active = activity change below about -30%; also: % is scaled to controls: 0 for no effect and ±100 for the full control effect
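Counterscreen lacking aldolase: glyceraldehyde-3-phosphate coupling-enzyme reagent preincubated 10 min at RT with compound (at 57.5 uM final), then substrate/coupling system with AmpLite Red added; fluorescence read at 525/598 nm after 20 min RT.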
GALK inhibitor: blocks human galactokinase activity | Potency, µM (top dose mostly 57.5 µM), for inactives: top-dose activity change, negative = inhibition, hits mostly inhibitors | Purified GALK, Kinase-Glo residual ATP luminescence | P51570 | AID 1868 | 270,000 tested, 0.007% active; also: potency is read from the fitted curve at half-maximal effect; % is scaled to controls: 0 for no effect and ±100 for the full control effect
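Human GALK (5 nM) with 35 uM ATP and 100 uM galactose in 20 mM HEPES pH 8.0, 5 mM MgCl2, 60 mM NaCl, 1 mM DTT, 0.01% BSA. After 1 h at room temperature, leftover ATP was read by Kinase-Glo Plus luminescence.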
MBNL1-CUG inh: inhibitors of human MBNL1 binding to CUG repeat RNA; TR-FRET MBNL1-His/biotin-(CUG)12 binding, 665/545 ratio; Potency, µM (top dose mostly 57.5 µM), without a hit: top-dose activity change, negative = inhibition, most hits filed as inhibitors; 280,000 tested, 0.036% active; active = well fitted inhibition curve with a large enough effect in the signal ratio, with a control signal flat, not every such curve was filed as active; inconclusive = small, poorly fitted or top-dose-only effect, or effect the other way, or a change in a side signal; inactive = no such curve, though single readings can be large or run the other way; the % refers to the signal ratio; also: potency is read from the fitted curve at half-maximal effect; % is scaled to controls: 0 for no effect and ±100 for the full control effect
Target sequence (Q9NR56 whole entry, looked up): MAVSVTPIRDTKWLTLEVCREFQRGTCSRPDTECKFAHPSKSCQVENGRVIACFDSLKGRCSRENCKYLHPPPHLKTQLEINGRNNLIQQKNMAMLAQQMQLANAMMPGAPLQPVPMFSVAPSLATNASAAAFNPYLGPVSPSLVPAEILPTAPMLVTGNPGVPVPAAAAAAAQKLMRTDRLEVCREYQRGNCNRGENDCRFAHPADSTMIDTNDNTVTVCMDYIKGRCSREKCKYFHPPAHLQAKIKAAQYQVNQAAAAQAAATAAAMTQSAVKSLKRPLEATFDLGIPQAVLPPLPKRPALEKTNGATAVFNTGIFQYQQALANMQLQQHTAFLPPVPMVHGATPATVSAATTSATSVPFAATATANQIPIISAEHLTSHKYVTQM
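TR-FRET readout: Ex 340 nm, 665/545 nm emission ratio, normalized to buffer-only (basal) and MBNL1-(CUG)12 controls. Complex of MBNL1-His with Biotin-(CUG)12, compounds 92 nM–58 uM, incubated 60 min at room temperature.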
TRPV1 agonist: human TRPV1 agonism; Q8NER1; TRPV1-expressing cells, Fluo-8 calcium influx, agonist mode; activation, % at 8.33 µM; 320,000 tested, 0.19% active; in the data active = activation above about 80%; inconclusive = between about 30% and that limit; also: 0% is about no effect
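Fluo-8 calcium influx in TRPV1-expressing cells, kinetic read (ex 480/em 520 nm). Compound added and read 3 min for agonist activity, followed by capsaicin at EC20 final and 2 min further read for enhancement.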
KCNH2 3.1 block: inhibitors of human KCNH2 3.1 potassium channel isoform | 340,000 tested, 0.95% active | U2OS KCNH2 3.1, thallium flux FluxOr; active compounds read low | activity change, % (tested at about 1.8 µM);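 active = maximum activity change below -70%; inconclusive = maximum activity change from -70% to -50%; inactive = maximum activity change above -50%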;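 also: thallium influx rate constant from kinetic fluorescence after stimulation buffer; % is scaled to controls: 0 for no effect and ±100 for the full control effect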
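Virally transduced U2OS (3.1 isoform, 4 h infection in dark at RT) → overnight 37 C → FluxOr + Red40 in HBSS/HEPES, 45 min → stimulation buffer, 2 min kinetic read → rate constant vs DMSO controls.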
hERG WT inh: KCNH2 (human, wildtype) channel inhibition; 340,000 tested, 0.37% active; U2OS, BacMam KCNH2, thallium flux FluxOr; active compounds read low; activity change, % at 1.84 µM; Q12809;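 active = maximum activity change below -70%; inconclusive = maximum activity change between -70% and -50%; inactive = maximum activity change above -50%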; also: % is scaled to controls: 0 for no effect and ±100 for the full control effect
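U2OS cells transduced with wild-type KCNH2 virus are loaded with FluxOr dye for 45 min, and thallium flux is measured in kinetic reads before and after stimulation buffer. Rate constants are normalized to DMSO controls.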
A-T KAP1 phos: candidate therapy for ataxia-telangiectasia | 320,000 tested, 0.19% active | AID 485349 | […] A-T fibroblasts, KAP-1 phosphorylation AlphaLISA; neocarzinostatin DNA damage 30 min before lysis | Potency, µM (highest dose often 57.5 µM), for inactives: at the highest dose activation, usual class: activators; also: potency is read from the fitted curve at half-maximal effect; % of control where 0% means no effect; nearly all actives have a fitted effect of over 45% in size
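hTERT-immortalized A-T patient fibroblasts ([…]), 500 cells/well in OPTI-MEM, 1% FBS, got compounds for 60 min, then NCS for 30 min at 37C. Lysates were then assayed for phospho-KAP-1 by AlphaLISA (anti-pKAP1 donor, anti-KAP1 acceptor beads), 6 hr at 25C.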
* hit, by the source's call; ? = inconclusive; nt = no result given; [ ] = remark or other dose. Unless noted, calls follow the shape of the dose curve; as a rule, active = well fitted curve in the direction sought with a large enough effect; inconclusive = small, poorly fitted or top-dose-only effect, or another doubt; inactive = no such curve, though single readings can be large; an effect the other way counts as inactive or inconclusive.

SMILES	S-ASM inh	MLL CXXC-DNA inh	Integrin act MD	FBPA coupling cs	GALK inhibitor	MBNL1-CUG inh	TRPV1 agonist	KCNH2 3.1 block	hERG WT inh	A-T KAP1 phos
COc1cccc(OCc2nc3c4cnn(-c5ccccc5)c4ncn3n2)c1	0%	14%	-20%	3	0%	0%	3	-20	12	-8%
CC(C)c1ccc(O)c(NC(=O)c2cccnc2)c1	2%	-7%	3%[7.66 µM]	-2	1%	-8%	-6	14	-1	nt
O=C(O)COc1c(F)c(F)c(C(F)(F)F)c(F)c1F	0%	-12%	19%	10	2%	-14%	5	-8	3	5%
COc1ccc(NC(=O)C2CCN(S(=O)(=O)c3ccc(N4CCCC4=O)cc3)CC2)c(OC)c1	-2%	-6%	?	2	-2%	-1%	3	-6	-1	-10%
NC(=O)CC1NC(=O)c2cc([N+](=O)[O-])cc(I)c2OCCC(C(N)=O)NC(=O)[C@@H]2CCCN2C1=O (stereo not given in full)	-10%	15%	9%	0	nt	?	-2	nt	nt	-13%
CN(CC(=O)Nc1sc2c(c1C#N)CCCCC2)Cc1nc2ccccc2c(=O)[nH]1	-5%	5%	-13%	0	10%	nt	11	-8	-21	3%
O=C(O)CN1C(=O)/C(=C2\SC(=S)N(C(Cc3ccccc3)C(=O)O)C2=O)c2ccccc21 (stereo not given)	3%	-15%	-35%	2	5%	-12%	1	-11	12	1%
COc1cc2[nH]c(=S)n(C3CCCC3)c(=O)c2cc1OC	-4%	5%	4%[7.66 µM]	-2	0%	7%	0	-23	-11	6%
C/C(=N\Nc1nc2ccccc2[nH]1)c1ccc(Cl)s1	-3%	1%	7%	-5	0%	4%	12	-16	8	9%
NC(=O)C1CCN(c2nc(-c3ccccc3)nc3c2oc2ccccc23)CC1	-1%	4%	9%	2	2%	-1%	13	-20	-7	-1%
S=c1[nH]nc(-c2ccccn2)n1/N=C/c1ccc(Cl)cc1	-1%	-10%	8%	5	6%	nt	0	1	-9	-3%
NC(=O)CSc1nccn1Cc1ccc(Cl)cc1	0%	-22%	20%	3	3%	0%	1	15	42	-7%
Cc1ccc(N(C)S(=O)(=O)c2cccc(C(=O)Nc3ccc(C)cn3)c2)cc1	-3%	nt	-10%	nt	nt	nt	?	-1	-17	-3%
COc1ccc(Cl)cc1NC(=O)CN(C)C(=O)c1cn2ccccc2n1	0%	nt	73%	nt	nt	nt	0	23	0	21%
CCOC(=O)COc1ccc(/C=C/[N+](=O)[O-])c(OCC(=O)OCC)c1	1%	-20%	11%[7.66 µM]	0	-3%	13%	-1	-38	14	3%
CCCSc1nc(N)c2c3c(sc2n1)CN(C)CC3	68%[activator]	6%	2%	2	-7%	14%	4	-8	0	-6%
CN(C)c1ccccc1C(=O)N1CCC(n2nccc2NC(=O)C2CC2)CC1	-2%	13%	17%	nt	-3%	2%	-1	1	-7	-4%
CCNc1ccc(C(=O)N/N=C/c2c(C)nn(-c3ccccc3)c2N2CCCC2)cc1[N+](=O)[O-]	-10%	11%	-18%	0	nt	-5%	-3	-10	-20	-1%
CC(NO)/C(=N\O)c1cccs1 (stereo not given)	0%	-17%	0%	3	1%	5%	-1	-23	-7	-2%
COc1ccc(CCNC(=S)NC(=O)c2ccccc2)cc1OC	-1%	-1%	-27%	-4	-3%	-4%	28	-7	-4	8%
O=[N+]([O-])c1cccc(CN2[C@@H](Cc3ccccc3)COCCS2(=O)=O)c1	1%	nt	22%	nt	nt	nt	nt	5	10	nt
COc1ccc(NS(=O)(=O)NC(=O)c2c(C)n(C)c3ccccc23)cc1	-7%	1%	45%	-4	8%	9%	1	2	-18	0%
CSCCC(NC(=O)c1cccc(S(=O)(=O)N2CCOCC2)c1)C(=O)Nc1cccc(C)c1 (stereo not given)	7%	-3%	0%	-2	1%	-11%	6	-2	-2	-1%
Cc1ccc(NC(=O)/C(=C/c2cccc([N+](=O)[O-])c2)NC(=O)C2CCCCC2)cc1	-1%	17%	-17%	3	0%	6%	3	-79*	19	-3%
O=C(COC(=O)C1=Cc2ccccc2OC1)NC1CCCC1	0%	1%	-5%	4	0%	14%	8	12	7	-2%

Some entries already given, reduced to MBNL1-CUG inh and S-ASM inh.
SMILES,MBNL1-CUG inh,S-ASM inh
COc1ccc(CCNC(=S)NC(=O)c2ccccc2)cc1OC,-4%,-1%
CN(CC(=O)Nc1sc2c(c1C#N)CCCCC2)Cc1nc2ccccc2c(=O)[nH]1,nt,-5%

Additional structures follow.
SMILES	S-ASM inh	MLL CXXC-DNA inh	Integrin act MD	FBPA coupling cs	GALK inhibitor	MBNL1-CUG inh	TRPV1 agonist	KCNH2 3.1 block	hERG WT inh	A-T KAP1 phos
O=C(Nc1cccc(NC(=O)c2cccs2)c1)c1ccc(F)cc1	-3%	13%	?	-1	-4%	-9%	5	-3	19	-10%
CCc1cc(-c2n[nH]c(=S)n2N)n(C)n1	3%	-3%	17%	2	-2%	-2%	-2	4	-4	-6%
O=C(O)/C=C/c1cn(Cc2ccccc2)nc1-c1ccc(Cl)cc1	-3%	-3%	5%	5	1%	2%	3	-1	21	1%
CC(C)CN(CC(C)C)S(=O)(=O)N1CCC(C(=O)NCc2ccc(F)cc2)CC1	1%	5%	-1%	nt	0%	-15%	1	4	5	-1%
COc1ccccc1NC(=O)COc1cc(C)nc(C(C)C)n1	6%	4%	22%	0	1%	-5%	4	10	4	1%
CCOC(=O)c1sc2c(c1C)c(=O)n(CCO)c(=O)n2Cc1ccccc1	-5%	27%	-28%	-1	2%	-9%	-3	13	3	-12%
CCOC(=O)c1oc2c(CN3CCN(C)CC3)c(O)c(CC)cc2c(=O)c1-c1nc2ccccc2s1	-1%	nt	7%	nt	nt	nt	nt	12	-3	nt
CC(C)NC(=S)N/N=C/c1c[nH]c2ccccc12	nt	4%	-28%	-2	-2%	nt	9	5	-4	1%
CCC(C(=O)NNC(=O)c1cnccn1)c1ccccc1 (stereo not given)	1%	-3%	-14%	2	nt	4%	0	17	21	3%
N#Cc1ccc(-c2nc3ccccc3nc2-c2ccccc2)cc1C#N	nt	1%	-13%	5	0%	-15%	-1	9	-16	2%
CC(C)(O)C1=NOC(c2ccccc2)C1 (stereo not given)	-6%	0%	-57%[inhibitor]	2	1%	7%	-2	11	-12	7%
CCOC(=O)C1(Cc2cccc(OC)c2)CCN(C/C=C/c2ccc(OC)cc2)CC1	-1%	-1%	-3%	-4	0%	4%	10	?	6	1%
COc1ccc(/C=c2/sc3nc(-c4ccccc4)c(-c4ccccc4)n3c2=O)cc1	-3%	2%	-2%	-1	0%	-21%	1	-11	-29	-9%
Cc1cc(C)n2nc(SCc3ccccc3)nc2n1	-1%	-7%	13%	6	8%	nt	1	6	0	-2%
O=c1[nH]c2cccnc2c2ccsc12	137%[activator]	-11%	1%	1	0%	-4%	2	29	-4	2%
N/C(=N\OC(=O)COc1ccccc1)c1ccccn1	-4%	6%	43%	2	1%	nt	0	1	nt	-3%
Cc1ccc(Cc2cnc(NC(=O)/C(C#N)=C/c3ccc(-c4cccc([N+](=O)[O-])c4)o3)s2)cc1	0%	1%	24%	4	0%	9%	0	2	-6	1%
CN(Cc1ccccc1)C(=O)COC(=O)Cn1cnc2ccccc21	2%	1%	-8%	1	4%	-3%	3	10	8	4%
Cc1cc(-c2nnc(-c3cccc(Cl)c3)o2)no1	8%	-7%	27%	0	-3%	nt	nt	-1	-1	19%
Cn1c(O)c(/C=N/NC(=O)c2cc3ccccc3cc2O)c2ccccc21	255%[activator]	?	-31%	0	-20%	9%	6	6	-15	3%
CCCCCc1nnc(NC(=O)C(=O)OCC)s1	2%	2%	-6%	5	nt	10%	-1	-4	10	-5%
CCOC(=O)c1nc(NNC(C)=O)sc1C	-1%	-1%	18%	4	4%	-2%	-2	0	1	0%
COC(=O)/C=C1\SC(=NC(=O)c2cccc([N+](=O)[O-])c2)NC1=O	-27%	-7%	-4%	9	-13%	?	2	5	-3	-7%
Oc1ccc(/C=N/NC2=NCCCCC2)c(O)c1	26%	2%	-7%	1	2%	3%	-1	-13	1	nt
CCn1c(=O)c2c(nc3n2CCN3c2ccccc2)n(C)c1=O	0%	5%	0%	-3	-2%	-22%	1	9	-4	2%
CCOC(=O)c1ccc(S(=O)(=O)N(CCO)Cc2cc3cc(OC)c(OC)cc3[nH]c2=O)cc1	9%	-1%	-9%	-1	1%	-6%	1	-9	3	0%
CN1CCC(=NOc2ccc([N+](=O)[O-])cc2)CC1	-2%	-18%	-18%	3	7%	?	-1	-9	6	-10%

Screening results: PubChem, National Center for Advancing Translational Sciences (NCATS)
